High-throughput results: PubChem BioAssay, Southern Research Specialized Biocontainment Screening Center
VEEV TC-83 Vero: inhibitors of VEEV TC-83 cytopathic effect, confirmation, Vero cells (AID 588727) | Vero cells, VEEV TC-83 cytopathic effect inhibition; higher % means a stronger effect | inhibition, % at 20 µM; hits with a dose series show IC50 in µM | 0.13% of 350,000 active; in the data active = a potency from the dose series; inconclusive = inhibition mostly from about 14% at the one dose, without a potency; inactive = the rest, 99 in 100 with inhibition below about 12%; note: strong numbers were not always called active
M. tuberculosis HTS: M. tuberculosis growth inhibition, HTS (AID 449762); 0.59% of 330,000 active; inhibition, % at 25 µM, or IC50 in µM where a hit was titrated; M. tuberculosis H37Rv growth inhibition, 7H9 media; higher % means a stronger effect; in the data active = a potency from the dose series; inconclusive = inhibition above about 70% without an active follow-up result;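 note: bacterial growth assessed after seven days of incubation; strong numbers were not always called active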
Salmonella PhoP GFP: PhoP regulon inhibitors, Salmonella typhi PhoP promoter GFP reporter, confirmatory (AID 1850) | one-dose inhibition, % at 50 µM; IC50 in µM for titrated hits | 0.33% of 310,000 active | Salmonella Typhi PhoP-promoter GFP reporter, fluorescence, 4 h; higher % means a stronger effect; in the data active = a potency from the dose series; inconclusive = inhibition mostly from about 25% at the one dose, without a potency; inactive = the rest, 99 in 100 with inhibition below about 19%;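 note: 0% = induced wells with vehicle and 100% = uninduced wells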
influenza NS1A: H1N1 influenza NS1A inhibitors, functional cell based assay (AID 504329); 0.3% of 340,000 active; NS1A functional cell-based assay, percent inhibition; higher % means a stronger effect; one-dose inhibition, % at 12.5 µM; IC50 in µM for titrated hits; in the data active = a potency from the dose series; inconclusive = inhibition above about 27% without an active follow-up result; note: strong numbers were not always called active
tuberculosis growth: growth inhibition of non-replicating M. tuberculosis (AID 488890) | Mycobacterium tuberculosis non-replicating, growth inhibition; higher % means a stronger effect | inhibition, % at 25 µM, or IC50 in µM where a hit was titrated | 0.39% of 320,000 active; in the data active = a potency from the dose series; inconclusive = inhibition mostly from about 82% at the one dose, without a potency; inactive = the rest, 99 in 100 with inhibition below about 76%;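 note: plate controls were DMSO cells for no effect and high antibiotic wells for full effect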
VEEV TC-83 Vero 10K pilot screen: also measured in VEEV TC-83 Vero; calls as there; inhibition, %; measured here: 10K pilot screen inhibition
* marks the source's active call; other numbers are inactive results.

How did O=C(COC(=O)c1ccccc1O)NCc1ccco1 do in these assays?
VEEV TC-83 Vero: 1.7%; M. tuberculosis HTS: 6%; influenza NS1A: -21%; tuberculosis growth: 59%

How did Cc1occc1C(=O)N/N=C/c1ccc(Cl)c([N+](=O)[O-])c1 do in these assays?
VEEV TC-83 Vero: 1.2%; M. tuberculosis HTS: 12%; Salmonella PhoP GFP: -5%; influenza NS1A: -5%; tuberculosis growth: 21%

What do the screens show for `COc1cccc(NC(=O)COC(=O)c2c(C)nn(-c3ccccc3)c2C)c1`?
VEEV TC-83 Vero: inactive; M. tuberculosis HTS: 4%; influenza NS1A: 5%; tuberculosis growth: 34%

Results for Nc1nc(N)nc(-c2cc(Cl)ccc2Cl)n1 ?
VEEV TC-83 Vero: inactive; M. tuberculosis HTS: 15%; Salmonella PhoP GFP: 12%; influenza NS1A: 0%; tuberculosis growth: 4%

How did Cc1ccc(NC(=S)N2CCN(S(=O)(=O)c3ccccc3)CC2)cc1C do in these assays?
VEEV TC-83 Vero: 9.4%; M. tuberculosis HTS: 3%; Salmonella PhoP GFP: 4%; influenza NS1A: -9%; tuberculosis growth: -7%

How did COc1ccc(S(=O)(=O)N2CCCCC2)cc1NC(=O)C1CCCO1 (centres undefined) do in these assays?
VEEV TC-83 Vero: 1.0%; M. tuberculosis HTS: 4%; Salmonella PhoP GFP: -8%; influenza NS1A: -6%; tuberculosis growth: -8%

How did Cc1cc(C(F)(F)F)nn1C(=O)c1cccnc1Cl do in these assays?
VEEV TC-83 Vero: 2.0%; M. tuberculosis HTS: -4%; Salmonella PhoP GFP: -13%; influenza NS1A: 8%; tuberculosis growth: -6%

What do the screens show for `CN(C(=O)CSc1cc(C(=O)c2nccn2C)c2ccccc2n1)c1ccccc1`?
VEEV TC-83 Vero: 0.2%; M. tuberculosis HTS: 7%; Salmonella PhoP GFP: -19%; influenza NS1A: 11%; tuberculosis growth: 48%

What do the screens show for `Cn1cc(CN2CCC(C(O)CCc3ccccc3)CC2)c(-c2ccccc2F)n1` (centres undefined)?
VEEV TC-83 Vero: inactive; M. tuberculosis HTS: -5%; Salmonella PhoP GFP: -7%; influenza NS1A: 4%; tuberculosis growth: 8%

What do the screens show for `O=C(NCc1n[nH]c(=O)c2ccccc12)C1CC(=O)N(c2ccc(Cl)cc2)C1` (centres undefined)?
VEEV TC-83 Vero: inactive; M. tuberculosis HTS: -4%; Salmonella PhoP GFP: -4%; influenza NS1A: -1%; tuberculosis growth: -2%

What do the screens show for `O=c1[nH]c(=O)n(Cc2ccc(Oc3ccccc3)cc2)cc1Br`?
VEEV TC-83 Vero: inactive; M. tuberculosis HTS: 3%; Salmonella PhoP GFP: -1%; influenza NS1A: 0%; tuberculosis growth: 38%

Results for CCn1cc(Br)c(C(=O)Nc2sc3c(c2C(N)=O)CCCC3)n1 ?
VEEV TC-83 Vero: 1.1%; M. tuberculosis HTS: -7%; Salmonella PhoP GFP: -16%; influenza NS1A: -2%; tuberculosis growth: -19%

Results for CN(C)CCN1CCc2ccccc21 ?
VEEV TC-83 Vero: inactive; M. tuberculosis HTS: 0%; Salmonella PhoP GFP: 8%; influenza NS1A: 13%; tuberculosis growth: 32%

What do the screens show for `CCOC(=O)CCCNC(=O)COC(=O)CCC(=O)c1ccc(F)cc1`?
VEEV TC-83 Vero: 0.3%; M. tuberculosis HTS: 1%; Salmonella PhoP GFP: 19%; influenza NS1A: 3%; tuberculosis growth: -2%

What do the screens show for `CCOC(=O)C(NC(C)=O)(NS(=O)(=O)c1ccccc1)C(F)(F)F` (centres undefined)?
VEEV TC-83 Vero: 0.4%; M. tuberculosis HTS: -9%; Salmonella PhoP GFP: 0%; influenza NS1A: -6%; tuberculosis growth: -2%

Results for Cc1cccc(CN2CCN(CC(=O)NCCCN3CCCC3=O)C2=O)c1 ?
VEEV TC-83 Vero: inactive; M. tuberculosis HTS: 1%; Salmonella PhoP GFP: 3%; influenza NS1A: -5%; tuberculosis growth: -56%

What do the screens show for `Cc1ccc(C)c(C(=O)CSc2nc(N)cc(=O)[nH]2)c1`?
VEEV TC-83 Vero: 0.4%; M. tuberculosis HTS: 10%; Salmonella PhoP GFP: 3%; influenza NS1A: 0%; tuberculosis growth: -7%

Results for O=CC(=O)c1ccccc1 ?
VEEV TC-83 Vero: 5.9%; M. tuberculosis HTS: -9%; influenza NS1A: 4%; tuberculosis growth: -1%

How did COc1ccccc1N1CCN(C(=O)CCNS(=O)(=O)c2ccc3c(c2)CCC(=O)N3)CC1 do in these assays?
VEEV TC-83 Vero: 1.2%; M. tuberculosis HTS: -9%; Salmonella PhoP GFP: -5%; influenza NS1A: 2%; tuberculosis growth: -4%

What do the screens show for `CC(=O)N1CC(=O)N=C1SCC(=O)Nc1nc(-c2ccccc2)c(-c2ccccc2)s1`?
VEEV TC-83 Vero: 12%; M. tuberculosis HTS: 1%; Salmonella PhoP GFP: 3%; influenza NS1A: 7%; tuberculosis growth: 32%

How did Cn1c(N2CCOCC2)c(C=O)c2ccccc21 do in these assays?
VEEV TC-83 Vero: 0.3%; M. tuberculosis HTS: 0%; Salmonella PhoP GFP: -8%; influenza NS1A: -2%; tuberculosis growth: -6%

How did C=CCNC(=O)c1ccccc1S(=O)c1ccccc1C#N (centres undefined) do in these assays?
VEEV TC-83 Vero: 0.3%; M. tuberculosis HTS: -14%; Salmonella PhoP GFP: -6%; influenza NS1A: 2%; tuberculosis growth: -7%

Results for Cc1cccnc1-n1c(CN2C(=O)c3ccccc3C2=O)nc2ccccc2c1=O ?
VEEV TC-83 Vero: 0.7%; M. tuberculosis HTS: -8%; Salmonella PhoP GFP: 1%; influenza NS1A: 7%; tuberculosis growth: 0%

What do the screens show for `Cc1ccc(C(=O)N2CCN(c3ncccn3)CC2)cc1`?
VEEV TC-83 Vero: 0.4%; M. tuberculosis HTS: 11%; Salmonella PhoP GFP: -9%; influenza NS1A: -7%; tuberculosis growth: -7%

What do the screens show for `COCCNC(=O)COc1ccc(Oc2ccccc2)cc1`?
VEEV TC-83 Vero: 3.8%; M. tuberculosis HTS: -1%; Salmonella PhoP GFP: -11%; influenza NS1A: -2%; tuberculosis growth: inconclusive

Results for O=C(C[n+]1cc(Br)cc2ccccc21)c1ccc(Br)cc1 ?
VEEV TC-83 Vero: 0.2%; M. tuberculosis HTS: -3%; Salmonella PhoP GFP: 6%; influenza NS1A: -21%; tuberculosis growth: 20%

Results for CC(C)N(CC#CCC(O)(c1ccccc1)c1ccccc1)C(C)C ?
VEEV TC-83 Vero: 1.2%; M. tuberculosis HTS: -4%; Salmonella PhoP GFP: -6%; influenza NS1A: 4%; tuberculosis growth: 11%

How did Cn1ccs/c1=N\S(=O)(=O)c1ccc(C(C)(C)C)cc1 do in these assays?
VEEV TC-83 Vero: inactive; M. tuberculosis HTS: -5%; Salmonella PhoP GFP: -11%; influenza NS1A: 1%; tuberculosis growth: 0%; VEEV TC-83 Vero 10K pilot screen: 1.3

What do the screens show for `CSCCC(NC(=O)c1ccccc1Br)C(=O)NCC(C)(C)N1CCOCC1` (centres undefined)?
VEEV TC-83 Vero: 2.3%; M. tuberculosis HTS: -8%; Salmonella PhoP GFP: -10%; influenza NS1A: -11%; tuberculosis growth: -7%

How did CCNc1nc(NCC)n2c(SC(C(=O)Nc3cc(C)ccc3OC)c3ccccc3)nnc2n1 (centres undefined) do in these assays?
VEEV TC-83 Vero: 4.7%; M. tuberculosis HTS: 65%; Salmonella PhoP GFP: -4%; influenza NS1A: -7%; tuberculosis growth: 13%

Results for Clc1ccc(CN2CC[C@H]3C=CCc4cccc(c43)C2)cc1 ?
VEEV TC-83 Vero: 0.1%; M. tuberculosis HTS: 14%; influenza NS1A: -7%; tuberculosis growth: 28%

Results for COc1ccc(S(=O)(=O)N(C)C[C@H]2Oc3c(NC(=O)c4ccncc4)cccc3C(=O)N([C@H](C)CO)C[C@@H]2C)cc1 ?
VEEV TC-83 Vero: 0.6%; M. tuberculosis HTS: -3%; influenza NS1A: -6%; tuberculosis growth: 9%

What do the screens show for `O=C(OCC(=O)N1CCN(c2ccccc2)CC1)c1ccc2ncsc2c1`?
VEEV TC-83 Vero: inactive; M. tuberculosis HTS: 41%; Salmonella PhoP GFP: -19%; influenza NS1A: 4%

Results for Cc1ccc(C)c(-n2nnnc2Sc2nc([N+](=O)[O-])nn2C)c1 ?
VEEV TC-83 Vero: inactive; M. tuberculosis HTS: -7%; Salmonella PhoP GFP: 6%; influenza NS1A: -3%; tuberculosis growth: -12%

How did COc1cc(/C=N/NC(=O)c2cc(-c3cccc(Br)c3)nc3ccccc23)cc(OC)c1O do in these assays?
VEEV TC-83 Vero: 5.1%; M. tuberculosis HTS: 9%; Salmonella PhoP GFP: -1%; influenza NS1A: 1%; tuberculosis growth: 15%

Results for CC1(C(O)(C#CC[N+]2(C)CCCCC2)c2ccccc2)CCCC1 (centres undefined) ?
VEEV TC-83 Vero: inactive; M. tuberculosis HTS: -9%; Salmonella PhoP GFP: 8%; influenza NS1A: 3%; tuberculosis growth: 17%

How did COC(=O)c1ccc(COC(=O)CCNS(=O)(=O)c2ccc(C)c(C)c2)cc1 do in these assays?
VEEV TC-83 Vero: 4.1%; influenza NS1A: -18%

What do the screens show for `CC(C)=CC(=O)N1CC[C@@H](N2CCN(c3ccccc3F)CC2)[C@H](O)C1`?
VEEV TC-83 Vero: 0.1%; M. tuberculosis HTS: -5%; Salmonella PhoP GFP: -8%; influenza NS1A: -2%; tuberculosis growth: 1%

Results for OCc1ccccc1CNCc1ccccc1 ?
VEEV TC-83 Vero: 0.2%; M. tuberculosis HTS: -6%; Salmonella PhoP GFP: -5%; influenza NS1A: 0%; tuberculosis growth: 2%

How did O=S(=O)(Nc1ccc(-n2cnnn2)cc1)c1ccc(F)c(F)c1F do in these assays?
VEEV TC-83 Vero: 2.0%; M. tuberculosis HTS: 10%; Salmonella PhoP GFP: -6%; influenza NS1A: -7%; tuberculosis growth: -6%

How did COc1ccc(/C=C2/C(=O)N(c3c(F)c(F)c(F)c(F)c3F)N=C2C)cc1 do in these assays?
VEEV TC-83 Vero: 0.2%; M. tuberculosis HTS: 14%; Salmonella PhoP GFP: 8%; influenza NS1A: -3%; tuberculosis growth: 14%

How did COc1cc(NC(=S)NCCCN(C)C)c(OC)cc1NC(=O)c1ccco1 do in these assays?
VEEV TC-83 Vero: 0.6%; M. tuberculosis HTS: -1%; Salmonella PhoP GFP: 10%; influenza NS1A: 3%; tuberculosis growth: 12%

Among those listed so far, 8 have an aryl methoxy group:
What do the screens show for `COc1cccc(NC(=O)COC(=O)c2c(C)nn(-c3ccccc3)c2C)c1`?
VEEV TC-83 Vero: inactive; M. tuberculosis HTS: 4%; influenza NS1A: 5%; tuberculosis growth: 34%

How did COc1ccc(S(=O)(=O)N2CCCCC2)cc1NC(=O)C1CCCO1 (centres undefined) do in these assays?
VEEV TC-83 Vero: 1.0%; M. tuberculosis HTS: 4%; Salmonella PhoP GFP: -8%; influenza NS1A: -6%; tuberculosis growth: -8%

How did COc1ccccc1N1CCN(C(=O)CCNS(=O)(=O)c2ccc3c(c2)CCC(=O)N3)CC1 do in these assays?
VEEV TC-83 Vero: 1.2%; M. tuberculosis HTS: -9%; Salmonella PhoP GFP: -5%; influenza NS1A: 2%; tuberculosis growth: -4%

How did CCNc1nc(NCC)n2c(SC(C(=O)Nc3cc(C)ccc3OC)c3ccccc3)nnc2n1 (centres undefined) do in these assays?
VEEV TC-83 Vero: 4.7%; M. tuberculosis HTS: 65%; Salmonella PhoP GFP: -4%; influenza NS1A: -7%; tuberculosis growth: 13%

Results for COc1ccc(S(=O)(=O)N(C)C[C@H]2Oc3c(NC(=O)c4ccncc4)cccc3C(=O)N([C@H](C)CO)C[C@@H]2C)cc1 ?
VEEV TC-83 Vero: 0.6%; M. tuberculosis HTS: -3%; influenza NS1A: -6%; tuberculosis growth: 9%

How did COc1cc(/C=N/NC(=O)c2cc(-c3cccc(Br)c3)nc3ccccc23)cc(OC)c1O do in these assays?
VEEV TC-83 Vero: 5.1%; M. tuberculosis HTS: 9%; Salmonella PhoP GFP: -1%; influenza NS1A: 1%; tuberculosis growth: 15%

How did COc1ccc(/C=C2/C(=O)N(c3c(F)c(F)c(F)c(F)c3F)N=C2C)cc1 do in these assays?
VEEV TC-83 Vero: 0.2%; M. tuberculosis HTS: 14%; Salmonella PhoP GFP: 8%; influenza NS1A: -3%; tuberculosis growth: 14%

How did COc1cc(NC(=S)NCCCN(C)C)c(OC)cc1NC(=O)c1ccco1 do in these assays?
VEEV TC-83 Vero: 0.6%; M. tuberculosis HTS: -1%; Salmonella PhoP GFP: 10%; influenza NS1A: 3%; tuberculosis growth: 12%
